MT stabilizer = microtubule stabilizers in HeLa cells, primary screen, imaging, high-content imaging | 200,000 compounds, 0.83% hits | HeLa tubulin immunostaining HCS, 24 h; share of cells brighter than vehicle mean+2SD | % tubulin-high responders, % at 10 µM;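 active = plate Z-score above 3 for both tubulin-high and condensed-nucleus cell shares, with cell loss under 80%, at 10 µM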;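 note: anti alpha tubulin signal scored within the nucleus-defined area of each cell; some results filed as inactive read as strong as hits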
T cell HTS = modulators of CD8 T cell-vesicle binding, primary screen, mouse 2C CD8+ T cells, flow cytometry; 2C CD8+ T cell-vesicle binding; stronger effect = lower value; calls only at 7 µM; 330,000 compounds, 0.068% hits; AID 2052, 2009;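 active = response, share of CD8 T cells binding vesicles, and their 90th percentile fluorescence all below set limits, cut at about 80% in these data, passing the limit was not always enough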
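Assay system – 2C mouse CD8+ T cells · Also added – QL9-loaded Drosophila micro-vesicles · Timing – Cell–vesicle co-incubation 1.5 h at 37 °C, staining 20 min on ice · Signal – flow cytometry of vesicle-bound cells · Measure – percent CD8+ FL2 mean versus row control · Controls – Peptide-free naked vesicles (low) and QL9 vesicles with 0.7% DMSO vehicle (high)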
Hep lipid drop = inhibitors of hepatocyte lipid droplet formation, primary screen, imaging, high-throughput imaging, BODIPY stain | 240,000 compounds, 0.4% hits | AML12 mouse hepatocytes, oleate lipid droplets | inhibition, % at 6.5 µM | AID 1656, 2009;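 active = lipid droplet intensity inhibited by at least 50%, with more than 500 cells counted; inconclusive = wells with under 300 cells, treated as cytotoxic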
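Material: mouse AML12 hepatocyte cell line, fixed after treatment; Timing: compound with oleate, overnight; Technique: high-content imaging of BODIPY-stained droplets and DAPI nuclei; Probe or stimulus: oleate, 100 µM final; Dosing: compound at 6.5 µM only.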
PMI inhibition = human PMI inhibitors, high substrate, primary screen, biochemical, fluorescence intensity, high mannose 6-phosphate (AID 1220); Mannose-6-phosphate isomerase (Homo sapiens); recombinant PMI enzyme, coupled fluorescence intensity; higher % means a stronger effect; 190,000 compounds, 0.66% hits; inhibition, % at 20 µM, or IC50 in µM where a hit was titrated
Ins promoter up = insulin promoter activators in MIN6 cells, imaging, high-content screening, mouse beta cells | MIN6 insulin promoter-GFP reporter; stronger effect = higher value | z-score at 5 µM | 190,000 compounds, 0.3% hits;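 active = z-score above 3 at 5 µM with at least 500 cells counted in the well; inconclusive = wells under 500 cells, flagged as cytotoxic or low count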
b-catenin transl = modulators of beta-catenin nuclear translocation, primary screen, imaging, HeLa cells, immunofluorescence, high-content; nuclear translocation activity, % at 5 µM; 190,000 compounds, 0.3% hits; AID 1665, 2009;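 active = nuclear translocation activity above 50% at 5 µM, with a well cell count of 50 or more; inconclusive = wells under 50 cells across six images, flagged as toxic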;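 note: per-cell ratio of nuclear to cytoplasmic median beta-catenin stain intensity; plate controls were DMSO negative control for no effect and GSK-3 inhibitor IX positive control for full effect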
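System: Human HeLa cells, endogenous beta-catenin | Compound dosing: 5 µM primary, 0.02–20 µM confirmation | Timing: 24 h compound exposure at 37°C, 5% CO2 | Measured by: Fluorescence imaging of beta-catenin antibody stain plus DAPI | Read-out basis: % activation of per-cell nuclear versus cytoplasmic median beta-catenin signal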
human PMI inhibition = inhibitors of human PMI, primary screen, biochemical, fluorescence intensity, coupled assay (AID 1209); 190,000 compounds, 0.42% hits; purified PMI enzyme, coupled fluorescence intensity; higher % means a stronger effect; inhibition, % at 20 µM, or IC50 in µM where a hit was titrated; Mannose-6-phosphate isomerase (Homo sapiens);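 note: plate controls were DMSO vehicle for no effect and wells lacking substrate for full effect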
Autophagy mod = autophagy modulators in MEF cells, primary screen, imaging, high-content, MEF GFP-LC3. MEF GFP-LC3 puncta imaging; test concentration mostly 10 µM. calls only at 10 µM (by protocol). 190,000 compounds, 0.98% hits. AID 463193, 2010;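 active = percentage of spot-positive cells more than 3 SD above its plate mean, without a fluorescence outlier flag or 80% toxicity; inconclusive = no clear call, values can overlap the other calls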;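 note: spot-positive cell cutoff set from DMSO-treated cells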
TNAP activators = human TNAP enzyme activators, primary screen, biochemical, luminescent, no phosphate acceptor, uHTS (AID 1001) | Alkaline phosphatase, tissue-nonspecific isozyme (Homo sapiens) | purified TNAP, luminescent activation assay, no phosphate acceptor; higher activation fold means a stronger effect | activation fold at 20 µM; hits with a dose series show EC50 in µM | 200,000 compounds, 0.03% hits; in the data active = activation fold from about 3, or a potency from the dose series; inactive = the rest, 99 in 100 with activation fold below about 1.6; note: many of its hits are not listed in these tables
Ins promoter up cell count = second read-out of Ins promoter up, no call of its own (marks repeat the call); cell count; measured here: cytotoxicity, nuclei count;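 total cells summed across four imaged fields per well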
Hep lipid drop cells 6.5 µM = further read-out of Hep lipid drop, marked with its call; cell count; measured here: cell count, cytotoxicity flag;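 cells counted across two imaged fields per well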
b-catenin transl cell count 5 µM = also measured in b-catenin transl; calls as there; cell count; measured here: cell count, cytotoxicity flag
T cell HTS vesicle-bound % = further read-out of T cell HTS, marked with its call; double positive events, %; measured here: CD8+ vesicle-bound cell fraction;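 binding gate set so that unloaded-vesicle control wells show 10% double positive cells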
MT stabilizer Hoechst-high % = recorded beside MT stabilizer, whose call it bears; % Hoechst-high responders; measured here: nuclear condensation Hoechst responders;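 share of cells brighter than vehicle mean plus two SD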
MT stabilizer cytotoxicity % = further read-out of MT stabilizer, marked with its call; toxicity, %; measured here: cytotoxicity by cell density;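 0% = mean cell density of plate MIN control wells and 100% = no cells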
Autophagy mod cell loss 18 h = second read-out of Autophagy mod, no call of its own (marks repeat the call); toxicity, %; measured here: cell loss, nuclei count;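 cell loss after 18 h compound exposure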
An asterisk follows results filed as active; i = inactive; ? = inconclusive; · = not tested or not shown; + = active, no number. Cut-off read from the data, not from the text of the source, unless noted: active = inhibition above about 50%; inactive = the rest.

SMILES	MT stabilizer	MT stabilizer Hoechst-high %	MT stabilizer cytotoxicity %	T cell HTS	T cell HTS vesicle-bound %	Hep lipid drop	Hep lipid drop cells 6.5 µM	PMI inhibition	Ins promoter up	Ins promoter up cell count	b-catenin transl	b-catenin transl cell count 5 µM	human PMI inhibition	Autophagy mod	Autophagy mod cell loss 18 h	TNAP activators
Cc1ccc[n+](/C(C(=S)NCc2ccco2)=C(/[O-])c2ccccc2Cl)c1	4.1	2.3	4.0	i	28.8	8.7	813	-9.5%	·	·	-12.6	1093	-12.5%	i	0.2	1.1
CCc1cccc(NC(=S)N(CCOC)C(C)c2ccco2)c1 (stereo not given)	·	·	·	i	20.4	-13.9	665	·	0.99	900	0.2	1463	·	·	·	·
COc1ccc(C(=O)CN2C(=O)COc3ccccc32)cc1	1.7	2.2	9.5	i	17.2	-0.5	724	-6.0%	1.89	1489	2.1	897	-2.7%	i	-10.3	1
CCc1ccc(NC(=O)NCCN2CCc3ccccc3C2)cc1	4.7	1.4	5.6	i	39.8	-5.9	723	-6.5%	·	·	·	·	-6.5%	i	-4.5	1.1
COC(=O)c1c(C)[nH]c(C(=O)/C=C/c2ccc(C)cc2)c1C	·	·	·	i	35.7	-8.3	667	·	-0.38	1067	-0.1	1350	·	·	·	·
Cc1cc(/C=C(/C#N)c2nc3ccccc3[nH]2)c(C)n1-c1ccccc1C(=O)O	2.4	1.3	6.9	i	29.2	1.2	654	19.5%	-0.49	1260	1.2	1022	-6.7%	i	21.4	1.1
O=C(c1cccc(S(=O)(=O)Nc2cccc(C(F)(F)F)c2)c1)N1CCCCC1	4.3	3.5	8.5	i	61.1	7.2	656	7.3%	1.3	1120	0.2	1047	12.9%	i	2.0	1.2
Cc1ccc(NC(=O)/C(=C\c2cccs2)NC(=O)c2ccccc2)cc1	3.5	1.9	5.3	i	13.8	6.4	564	1.5%	-0.04	1492	-0.7	1155	9.4%	i	1.5	1.1
CC(C)n1c(N2CCN(CC(=O)Nc3ccc4c(c3)OCCO4)CC2)nc2ccccc21	2.0	1.2	12.6	i	16.1	·	·	2.1%	0.13	1280	-5.7	681	-9.2%	i	-0.6	1
COc1ccc(NC2=CC(=O)CC(c3ccccc3)C2)cc1 (stereo not given)	2.4	1.4	5.2	i	55.7	4.1	647	7.9%	-0.14	1505	-0.3	1538	9.5%	i	30.7	1
COc1ccc(-c2cc(C(F)(F)F)n3nc(C(=O)N4CCCCC4)cc3n2)cc1	5.8	2.3	18.5	i	24.4	·	·	2.6%	-0.76	1484	0.5	1321	-5.0%	i	11.2	0.9
[O-][N+]1=c2ccc(Nc3ccccc3)cc2=NC12CCCCC2	29.1*	31.2*	41.6*	i	36.7	·	·	48.2µM*	-0.35	863	11.5	1248	79.7%*	i	19.3	0.8

Among those listed so far, these contain an NH in an aromatic ring.
SMILES	MT stabilizer	MT stabilizer Hoechst-high %	MT stabilizer cytotoxicity %	T cell HTS	T cell HTS vesicle-bound %	Hep lipid drop	Hep lipid drop cells 6.5 µM	PMI inhibition	Ins promoter up	Ins promoter up cell count	b-catenin transl	b-catenin transl cell count 5 µM	human PMI inhibition	Autophagy mod	Autophagy mod cell loss 18 h	TNAP activators
COC(=O)c1c(C)[nH]c(C(=O)/C=C/c2ccc(C)cc2)c1C	·	·	·	i	35.7	-8.3	667	·	-0.38	1067	-0.1	1350	·	·	·	·
Cc1cc(/C=C(/C#N)c2nc3ccccc3[nH]2)c(C)n1-c1ccccc1C(=O)O	2.4	1.3	6.9	i	29.2	1.2	654	19.5%	-0.49	1260	1.2	1022	-6.7%	i	21.4	1.1

(list continues)
SMILES	MT stabilizer	MT stabilizer Hoechst-high %	MT stabilizer cytotoxicity %	T cell HTS	T cell HTS vesicle-bound %	Hep lipid drop	Hep lipid drop cells 6.5 µM	PMI inhibition	Ins promoter up	Ins promoter up cell count	b-catenin transl	b-catenin transl cell count 5 µM	human PMI inhibition	Autophagy mod	Autophagy mod cell loss 18 h	TNAP activators
Cc1cc(/C=N/n2cnnc2)c(C)n1-c1ccc(OCc2ccc(Cl)cc2)cc1	0.5	1.1	16.3	i	45.2	·	·	-9.2%	?	·	·	·	-1.9%	i	4.9	1.1
CCc1cc2c(=O)[nH]c(Cc3ccccc3)nc2s1	1.0	1.0	2.3	i	55.6	-10.3	782	0.1%	-0.68	1000	-3.9	1217	-0.7%	i	20.4	1.2
COc1ccc(OC)c(NC(=O)C2C3CCC(C3=C(C)C)C2C(=O)O)c1 (stereo not given)	3.0	3.2	12.5	i	11.7	-2.2	578	24.9%	0.7	1674	0.3	1082	29.3%	i	10.8	1.1
C=CCN1C(=O)CN=C1NCc1ccccc1	3.7	3.6	5.4	i	25.2	·	·	1.7%	-0.21	1167	-7.4	993	-3.8%	i	11.7	1.1
C/C(=N\NC(=O)COc1cccc(Cl)c1)c1ccc2c(c1)OCCO2	3.8	3.7	3.6	i	48.3	1.3	650	1.4%	0.5	1197	·	·	-4.5%	i	1.0	1
Cc1ccc2[nH]cc(CCNC(=O)Nc3ccccc3)c2c1	1.8	1.5	8.6	i	36.5	-2.8	767	6.2%	0.04	816	·	·	14.2%	i	-1.1	1
O=C(CC1Sc2ccccc2NC1=O)NNC(=O)Nc1ccc(Cl)cc1 (stereo not given)	·	·	·	i	36.3	-7.4	710	·	-0.28	1067	-0.6	1329	·	·	·	·
CC(C)C(NS(=O)(=O)c1cccc2nsnc12)C(=O)N1CCn2c1nc1ccccc12 (stereo not given)	4.8	3.9	10.3	i	36.0	·	·	0.7%	-0.46	1054	·	·	-3.7%	i	-0.4	1
Cc1ccc(C2=CSC3=NNC4(CCCCC4)NN23)cc1	2.9	2.3	3.6	i	24.0	4.5	619	-0.5%	-0.25	1241	-4.1	1150	-3.9%	i	-7.8	1.1
O=C(NCc1ccco1)c1cc2sccc2n1Cc1ccc(F)cc1	1.0	0.9	7.3	i	49.7	-8.0	750	-2.7%	1.03	1235	3.0	1169	7.1%	i	-1.5	1.1
CC1CCC(=NNC(=O)Cc2ccccc2)CC1 (stereo not given)	3.1	1.7	8.4	i	8.7	·	·	9.8%	-0.1	1652	-1.7	1344	10.8%	i	-0.9	1
Cc1ccn(-c2n[nH]c(C)c2[N+](=O)[O-])n1	5.4	1.4	2.6	i	40.4	6.7	702	8.1%	0.12	1353	0.7	1458	-0.1%	i	5.6	0.9
CCN1C(=O)C(CC(=O)Nc2c(C)cccc2C)Nc2cc(S(=O)(=O)N(C)C)ccc21 (stereo not given)	7.1	1.6	11.7	i	48.6	-4.1	717	9.7%	-0.19	1444	-2.0	973	11.3%	i	-8.0	1.1
COc1ccccc1/C=C/C=N/N1CCN(Cc2ccccc2)CC1	1.7	2.0	4.9	i	48.5	10.8	636	12.5%	·	·	-0.7	999	25.1%	i	-3.3	1.1
Cn1c(=O)c([N+](=O)[O-])c(NCc2ccccc2Cl)c2ccccc21	·	·	·	i	21.2	-50.0	784	·	-0.56	1040	1.3	1225	·	·	·	·
O=C(Nc1ccc(S(=O)(=O)C(F)F)cc1)c1cccc(S(=O)(=O)N2CCOCC2)c1	2.0	1.4	13.4	i	52.7	-11.1	655	9.8%	0.25	1832	0.5	1093	13.9%	i	1.6	1.1
CN1c2ccccc2N(C)C1(C)c1cccc2ccccc12	1.7	1.2	7.9	i	14.8	22.9	661	1.4%	-0.01	1402	1.9	948	32.1%	i	13.3	1
FC(F)(F)c1cccc(-c2nnc(-c3ccccc3)c(N3CCOCC3)n2)c1	1.5	1.6	9.8	i	5.4	·	·	2.3%	·	·	·	·	1.6%	i	-3.6	1
Cc1ccccc1OCCCn1c(CO)nc2ccccc21	1.9	0.5	5.8	i	30.9	-19.0	688	0.2%	0.11	1118	2.1	1001	2.1%	i	-9.3	1.1
O=C(N/N=C/c1ccco1)c1cccc([N+](=O)[O-])c1	3.0	2.2	4.6	i	37.1	2.1	642	-13.7%	-0.02	1283	-1.0	971	-1.6%	i	-2.5	0.9
O=C(CCN1c2ccccc2Sc2ccccc21)Nc1ccccc1	1.5	1.3	9.0	i	58.3	-2.6	783	11.6%	0.11	868	-5.2	1203	17.7%	i	-0.5	1.1
Cc1nc2cc(F)ccc2n1C1CCN(C(=O)c2ccc(F)cc2F)CC1	1.3	1.8	4.6	i	25.4	-2.7	762	-1.4%	·	·	0.6	1099	-6.5%	i	1.3	1.1
CC1CCCCN1S(=O)(=O)c1ccc(C(=O)Nc2sccc2C(N)=O)cc1 (stereo not given)	2.9	5.0	3.6	i	39.5	-11.1	645	11.0%	2.1	1943	-2.7	1140	11.9%	+	9.7*	0.9
CC(=O)NCC1=C(NC(C)=O)C2CC1C(C)(C)C2C (stereo not given)	2.8	2.5	7.5	i	44.6	-3.7	765	1.0%	0.23	1090	1.6	893	7.0%	i	3.1	1.1
O=C(Cc1ccccc1)N/N=C/c1cccn1-c1ccc([N+](=O)[O-])cc1	1.2	2.5	14.2	i	32.7	1.2	680	-15.8%	0.36	1173	-3.6	538	-15.3%	i	-6.8	0.9
COc1ccc(C2CC(c3cc(OC)ccc3OC)n3nnnc3N2)cc1 (stereo not given)	4.9	1.1	8.7	i	14.0	·	·	3.5%	·	·	·	·	-0.5%	i	12.6	1.1
COc1ccc(OC)c(S(=O)(=O)N2CCC(C(=O)NCCC3=CCCCC3)CC2)c1	3.3	1.8	9.2	i	52.5	-38.6	754	-7.4%	-0.29	1021	-1.2	1213	-2.9%	i	17.3	1.1

An unsorted share of the library; about 2.9% have a hit in one of these screens.
